Screening results (PubChem)
LYP phosphatase: inhibitors of LYP phosphatase, biochemical, fluorescence intensity, uHTS (AID 1779). Tyrosine-protein phosphatase non-receptor type 22 (Homo sapiens). inhibition, % at 11.5 µM; hits with a dose series show IC50 in µM. 0.054% of 290,000 active. recombinant LYP phosphatase, fluorescence intensity; higher % means a stronger effect; in the data active = inhibition above about 50%;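 note: plate controls were vehicle with enzyme for no effect and no enzyme for full effect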
Siah-1 displacement: Siah-1 peptide-binding antagonists, primary screen, biochemical, fluorescence polarization, rhodamine-plectin, uHTS (AID 1817); E3 ubiquitin-protein ligase SIAH1 (Homo sapiens); Siah-1 / rhodamine-plectin peptide fluorescence polarization; higher % means a stronger effect; displacement, % at 20 µM, or IC50 in µM where a hit was titrated; 0.02% of 290,000 active;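 active = displacement of at least 50% at 20 µM, with a fluorescence ratio check between 0.3 and a set limit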;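 note: plate controls were Siah plus tracer with DMSO for no effect and tracer alone without Siah for full effect; strong numbers were not always called active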
AID2073: inhibitors of Mint1-CaV2.2 protein interaction, biochemical, HTRF (AID 2073); HTRF protein-protein interaction, Mint1-CaV2.2; higher % means a stronger effect; 0.19% of 290,000 active; Voltage-dependent N-type calcium channel subunit alpha-1B (Homo sapiens); inhibition, % at 20 µM; hits with a dose series show IC50 in µM; in the data active = inhibition mostly above about 51%, no sharp cut-off; inconclusive = no clear call, values can overlap the other calls; inactive = mostly below about 53%; note: some results filed as inactive read as strong as hits
An asterisk follows results filed as active; ? = inconclusive. This is a subset; count on the stated rates, not on these rows.

> O=C(N/N=C/c1c(O)n(C2CCCCC2)c(=S)[nH]c1=O)c1ccccc1
  LYP phosphatase: -6% | Siah-1 displacement: -10% | AID2073: 4%

> CN1C(=O)C(=Cc2cn(CC#N)c3ccccc23)C(=O)N(C)C1=O
  LYP phosphatase: -4% | Siah-1 displacement: 8% | AID2073: 34%

> COCCCNC(=O)Cn1cc(/C=C2\C(=O)NC(=O)N(c3ccccc3F)C2=O)c2ccccc21
  LYP phosphatase: -3% | Siah-1 displacement: 4% | AID2073: 47%

> CCOC(=O)Cn1cc(C(=O)c2ccccc2)c2ccccc21
  LYP phosphatase: -3% | Siah-1 displacement: 3% | AID2073: 8%

> CCN(CC)C(=O)c1ccc(NC(=O)COc2ccc(-c3nn(C)c(=O)c4ccccc34)cc2)cc1
  LYP phosphatase: -6% | Siah-1 displacement: 2% | AID2073: 5%

> N[C@@H](Cc1ccccc1)C(=O)N1C[C@H]2C[C@@H](C1)c1cccc(=O)n1C2
  LYP phosphatase: -11% | Siah-1 displacement: 3% | AID2073: 2%

> COc1ccc(CN2CCCC(C(=O)c3ccc(Cl)cc3)C2)c(O)c1 (stereo unspecified)
  LYP phosphatase: 0% | Siah-1 displacement: 8% | AID2073: -2%

> COc1cccc(CN2CCNCC2)c1OC
  LYP phosphatase: -7% | Siah-1 displacement: 2% | AID2073: -2%

> C[C@@H]1CC[C@H]2[C@@H](C)C(=O)O[C@@H]3O[C@@]4(C)CC[C@@H]1[C@]32OO4
  LYP phosphatase: -3% | Siah-1 displacement: -6% | AID2073: -6%

> COc1ccccc1-n1c(-c2ccccc2Cl)nc2ccccc2c1=O
  LYP phosphatase: -6% | Siah-1 displacement: 4% | AID2073: 11%

> CCCCn1c(=O)c(C(=O)Nc2ccc(C)cn2)c(O)c2ccccc21
  LYP phosphatase: -1% | Siah-1 displacement: 0% | AID2073: 6%

> CC1N=C(c2ccccc2)c2cc(Br)ccc2NC1=O (stereo unspecified)
  LYP phosphatase: -2% | Siah-1 displacement: 0% | AID2073: 0%

> COc1ccc(-c2cc(=O)oc3c(C)c(OC(C)C(=O)N4C[C@H]5C[C@@H](C4)c4cccc(=O)n4C5)ccc23)cc1 (stereo partly specified)
  LYP phosphatase: -2% | Siah-1 displacement: -2% | AID2073: 20%

> CCCc1cc(=O)oc2cc(OCC(=O)N3CCC(C(=O)O)(c4ccccc4)CC3)ccc12
  LYP phosphatase: -5% | Siah-1 displacement: 1% | AID2073: -2%

> O=c1c2ccccc2nc(-c2ccccc2F)n1-c1ccccc1
  LYP phosphatase: -2% | Siah-1 displacement: -2% | AID2073: -1%

> CCc1ccc(N2C(=O)NC(=O)/C(=C\c3cc(C)n(-c4cc(C(=O)O)cc(C(=O)O)c4)c3C)C2=O)cc1
  LYP phosphatase: 1% | Siah-1 displacement: 1% | AID2073: 29%

> CCOc1cc2c(cc1OCC)-n1cccc1C(c1ccccc1OC)NC2 (stereo unspecified)
  LYP phosphatase: -7% | Siah-1 displacement: 4% | AID2073: 34%

> COCCNC(=O)Cn1cc(C=C2C(=O)NC(=O)NC2=O)c2ccccc21
  LYP phosphatase: -2% | Siah-1 displacement: -2% | AID2073: 19%

> CC(C)c1ccc(N2C(=O)CC(=O)NC2=O)cc1
  LYP phosphatase: -6% | Siah-1 displacement: 2% | AID2073: 3%

> N#Cc1ccc(NC(=O)CCNC(=O)c2ccco2)cc1Cl
  LYP phosphatase: -7% | Siah-1 displacement: 2% | AID2073: 9%

> O=C(c1ccc2c(c1)OCO2)C1CCCN(Cc2ccc(F)c(F)c2)C1 (stereo unspecified)
  LYP phosphatase: -9% | Siah-1 displacement: -4% | AID2073: 6%

> O=C(Cc1ccccc1)N1CCN(Cc2ccc(F)cc2)CC1
  LYP phosphatase: -4% | Siah-1 displacement: 8% | AID2073: 0%

> CN1CCN(C(=O)COc2ccc(S(=O)(=O)Nc3ccc(F)cc3)cc2)CC1
  LYP phosphatase: -6% | Siah-1 displacement: -6% | AID2073: 12%

> CNc1ccc2nc3ccccc3[n+](C)c2c1
  LYP phosphatase: -6% | Siah-1 displacement: 109% | AID2073: -6%

> COc1ccc(CN2CCN(C(=O)Cc3ccccc3)CC2)cc1Br
  LYP phosphatase: -6% | Siah-1 displacement: 3% | AID2073: -2%

> Cc1ccc2[nH]c(C)c(CCNCc3cccnc3)c2c1
  LYP phosphatase: -13% | Siah-1 displacement: -4% | AID2073: 6%

> Cc1cc(=O)oc2cc(OCC(=O)N3C[C@H]4C[C@@H](C3)c3cccc(=O)n3C4)ccc12
  LYP phosphatase: -5% | Siah-1 displacement: 10% | AID2073: 6%

> CCOc1ccc(CN2CCN(C(=O)Cc3ccccc3)CC2)cc1
  LYP phosphatase: -9% | Siah-1 displacement: 13% | AID2073: -5%

> CN(C)C(=O)Oc1ccc2oc(=O)cc(-c3cc4ccccc4o3)c2c1
  LYP phosphatase: -4% | Siah-1 displacement: 10% | AID2073: 9%

> Cc1cc(OCC(=O)N2CCC(C(=O)NCC(C)C)CC2)c2c3c(c(=O)oc2c1)CCCC3
  LYP phosphatase: 0% | Siah-1 displacement: 2% | AID2073: 22%

> NS(=O)(=O)c1ccc(-c2ccc(C=C3C(=O)NC(=O)NC3=O)o2)cc1
  LYP phosphatase: 5% | Siah-1 displacement: 1% | AID2073: 30%

> CCCCCn1c(=O)c(C(=O)NCCc2ccccc2)c(O)c2ccccc21
  LYP phosphatase: -7% | Siah-1 displacement: 2% | AID2073: 8%

> COP(=O)(/C=C(\Cl)c1ccccc1)/C=C(\Cl)c1ccccc1
  LYP phosphatase: -10% | Siah-1 displacement: 6% | AID2073: 1%

> CCC(C)NC(=O)CCC(=O)OC1O[C@H]2OC3(C)CC[C@H]4[C@H](C)CCC(C1C)C24OO3 (stereo partly specified)
  LYP phosphatase: -5% | Siah-1 displacement: -9% | AID2073: 5%

> C[C@]12CCC3[C@@H](CCC4=CC(=O)CC[C@@]43CO)C1CCC2=O (stereo partly specified)
  LYP phosphatase: 1% | Siah-1 displacement: 4% | AID2073: -2%

> Cc1cc(OCC(=O)NCc2ccc(S(N)(=O)=O)cc2)c2c3c(c(=O)oc2c1)CCC3
  LYP phosphatase: -10% | Siah-1 displacement: 4% | AID2073: 19%

> CCN(CC)C(=O)c1ccc2c(c1)C1C=CCC1C(C(=O)O)N2 (stereo unspecified)
  LYP phosphatase: -7% | Siah-1 displacement: 4% | AID2073: 36%

> O=C1CN=C(c2ccccc2)c2c(sc3c2CCCC3)N1
  LYP phosphatase: -8% | Siah-1 displacement: -2% | AID2073: -7%

> O=c1c2ccccc2nc(/C=C/c2ccccc2)n1-c1ccccc1O
  LYP phosphatase: 3% | Siah-1 displacement: 5% | AID2073: 30%

> CCc1ccccc1NC(=O)N1C[C@H]2C[C@@H](C1)c1cccc(=O)n1C2
  LYP phosphatase: -4% | Siah-1 displacement: -4% | AID2073: 12%

> COc1cc(/C=C/[N+](=O)[O-])ccc1OC(=O)c1cccnc1
  LYP phosphatase: -9% | Siah-1 displacement: 8% | AID2073: 32%

> CCN1C(=O)NC(=O)/C(=C\c2cn(CC(=O)N3CCCCC3)c3ccccc23)C1=O
  LYP phosphatase: -7% | Siah-1 displacement: 8% | AID2073: 4%

> CCN1CCN(c2nc3c(c(=O)[nH]2)CCC3)CC1
  LYP phosphatase: -8% | Siah-1 displacement: 5% | AID2073: 12%

> C[C@H](NC(=O)N1C[C@H]2C[C@@H](C1)c1cccc(=O)n1C2)C(=O)Nc1ccc(F)c(F)c1
  LYP phosphatase: -3% | Siah-1 displacement: 1% | AID2073: 3%

> O=[N+]([O-])c1cccnc1N1CCCNCC1
  LYP phosphatase: -6% | Siah-1 displacement: 0% | AID2073: -12%

Arranged by formula weight (descending): part of the list above
> Cc1cc(OCC(=O)N2CCC(C(=O)NCC(C)C)CC2)c2c3c(c(=O)oc2c1)CCCC3
  LYP phosphatase: 0% | Siah-1 displacement: 2% | AID2073: 22%

> Cc1cc(OCC(=O)NCc2ccc(S(N)(=O)=O)cc2)c2c3c(c(=O)oc2c1)CCC3
  LYP phosphatase: -10% | Siah-1 displacement: 4% | AID2073: 19%

> CCC(C)NC(=O)CCC(=O)OC1O[C@H]2OC3(C)CC[C@H]4[C@H](C)CCC(C1C)C24OO3 (stereo partly specified)
  LYP phosphatase: -5% | Siah-1 displacement: -9% | AID2073: 5%

> C[C@H](NC(=O)N1C[C@H]2C[C@@H](C1)c1cccc(=O)n1C2)C(=O)Nc1ccc(F)c(F)c1
  LYP phosphatase: -3% | Siah-1 displacement: 1% | AID2073: 3%

> CCCCCn1c(=O)c(C(=O)NCCc2ccccc2)c(O)c2ccccc21
  LYP phosphatase: -7% | Siah-1 displacement: 2% | AID2073: 8%

> NS(=O)(=O)c1ccc(-c2ccc(C=C3C(=O)NC(=O)NC3=O)o2)cc1
  LYP phosphatase: 5% | Siah-1 displacement: 1% | AID2073: 30%

> COP(=O)(/C=C(\Cl)c1ccccc1)/C=C(\Cl)c1ccccc1
  LYP phosphatase: -10% | Siah-1 displacement: 6% | AID2073: 1%

> CN(C)C(=O)Oc1ccc2oc(=O)cc(-c3cc4ccccc4o3)c2c1
  LYP phosphatase: -4% | Siah-1 displacement: 10% | AID2073: 9%

> O=c1c2ccccc2nc(/C=C/c2ccccc2)n1-c1ccccc1O
  LYP phosphatase: 3% | Siah-1 displacement: 5% | AID2073: 30%

> CCc1ccccc1NC(=O)N1C[C@H]2C[C@@H](C1)c1cccc(=O)n1C2
  LYP phosphatase: -4% | Siah-1 displacement: -4% | AID2073: 12%

> CCN(CC)C(=O)c1ccc2c(c1)C1C=CCC1C(C(=O)O)N2 (stereo unspecified)
  LYP phosphatase: -7% | Siah-1 displacement: 4% | AID2073: 36%

> C[C@]12CCC3[C@@H](CCC4=CC(=O)CC[C@@]43CO)C1CCC2=O (stereo partly specified)
  LYP phosphatase: 1% | Siah-1 displacement: 4% | AID2073: -2%

> COc1cc(/C=C/[N+](=O)[O-])ccc1OC(=O)c1cccnc1
  LYP phosphatase: -9% | Siah-1 displacement: 8% | AID2073: 32%

> O=C1CN=C(c2ccccc2)c2c(sc3c2CCCC3)N1
  LYP phosphatase: -8% | Siah-1 displacement: -2% | AID2073: -7%

> O=[N+]([O-])c1cccnc1N1CCCNCC1
  LYP phosphatase: -6% | Siah-1 displacement: 0% | AID2073: -12%

Continuation:
> CN1C(=O)C(O)N=C(c2ccccc2)c2ccccc21 (stereo unspecified)
  LYP phosphatase: -7% | Siah-1 displacement: -1% | AID2073: 14%

> Cc1cccc(NP(=O)(Oc2ccccc2)Oc2ccccc2)c1C
  LYP phosphatase: -3% | Siah-1 displacement: 2% | AID2073: 1%

> COCCNC(=O)CN1C2CCC1CC(O)(c1cccnc1)C2 (stereo unspecified)
  LYP phosphatase: -9% | Siah-1 displacement: 11% | AID2073: 9%

> C=CCn1cc(C=C2C(=O)N(C)C(=O)N(C)C2=O)c2ccccc21
  LYP phosphatase: -3% | Siah-1 displacement: 3% | AID2073: 33%

> O=C1CC(=O)N(c2cccc(F)c2)C(=O)N1
  LYP phosphatase: -10% | Siah-1 displacement: 11% | AID2073: 2%

> Cc1ccc(N2C(=O)NC(=O)/C(=C\c3cc(C)n(-c4cc(C(=O)O)cc(C(=O)O)c4)c3C)C2=O)cc1
  LYP phosphatase: -1% | Siah-1 displacement: 5% | AID2073: 21%

> Cc1cc(OCC(=O)NCC2CCC(C(=O)O)CC2)c2c3c(c(=O)oc2c1)CCC3 (stereo unspecified)
  LYP phosphatase: -14% | Siah-1 displacement: -6% | AID2073: 28%

> COc1cccc(NC2=NCCCS2)c1
  LYP phosphatase: -10% | Siah-1 displacement: -2% | AID2073: 0%

> O=C(COc1ccc2ccc(=O)oc2c1)N1C[C@H]2C[C@@H](C1)c1cccc(=O)n1C2
  LYP phosphatase: 7% | Siah-1 displacement: 0% | AID2073: -8%

> CNC(=O)Oc1ccc(C(=O)N2c3ccccc3NC(=O)C2C)cc1 (stereo unspecified)
  LYP phosphatase: -7% | Siah-1 displacement: 18% | AID2073: 3%

> CC(Cc1cnccn1)NCc1c(C(=O)N2CCCCCCC2)nc2ccc(Cl)cn12 (stereo unspecified)
  LYP phosphatase: -4% | Siah-1 displacement: 7% | AID2073: 5%

> O=C(NC1CC2CCCC(C1)N2)c1ccccc1 (stereo unspecified)
  LYP phosphatase: -7% | Siah-1 displacement: -4% | AID2073: 0%

> C[n+]1c2ccccc2nc2ccc(NCCO)cc21
  LYP phosphatase: -6% | Siah-1 displacement: 109% | AID2073: ?

> Fc1ccc(CNCCc2ccc3c(c2)OCO3)cc1
  LYP phosphatase: -8% | Siah-1 displacement: 2% | AID2073: 7%
